KB-3-1 tox: qHTS assay for MDR1-selective chemotherapeutics: Primary screen using the parental adenocarcinoma cell KB-3-1; actives 1.4% (n = 400,000); KB-3-1 viability, CellTiter-Glo ATP luminescence, 72 h; Potency, µM (top dose mostly 46.1 µM), for inactives: at the top dose activity change, negative = cytotoxic, hits mostly cytotoxic; further: potency means the concentration at half of the fitted maximal effect; on the % scale 0 is the no-effect control and ±100 the full control effect; nearly all actives have a fitted effect of over 60% in size
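Parental KB-3-1 viability, qHTS format: 72 h compound exposure, 37 °C; CellTiter-Glo; media-only wells and DMSO plates as controls; concentration-effect fits on corrected data.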
KB-V1 MDR tox: qHTS assay for MDR1-selective chemotherapeutics: Primary screen using the drug-selected MDR subline cells KB-V1 | KB-V1 MDR cells viability, CellTiter-Glo, 72 h | Potency, µM (doses to about 46.1 µM), inactives show at the top dose activity change, negative = cytotoxicity, usual class: cytotoxic | actives 3.4% (n = 400,000) | AID 1347076, 2019; further: potency means the concentration at half of the fitted maximal effect; on the % scale 0 is the no-effect control and ±100 the full control effect; nearly all actives have a fitted effect of over 60% in size
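Drug-selected KB-V1 cells, grown in DMEM lacking phenol red with 10% FBS, receive compound titrations; after three days at 37 degrees C, surviving cell ATP is quantified by CellTiter-Glo luminescence and responses normalized and curve-fitted.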
SW480 rerep: A quantitative high throughput screen for small molecules that induce DNA re-replication in SW480 colon adenocarcinoma cells. SW480 DNA re-replication, Hoechst DNA content imaging, 48 h. Potency, µM (top dose mostly 46.1 µM), for the others: at the top dose re-replication activation, most hits filed as activators. actives 1.8% (n = 340,000). AID 624297, 2012; further: potency means the concentration at half of the fitted maximal effect; % of control where 0% means no effect; nearly all actives have a fitted effect of over 55% in size
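First, 250 cells per well were seeded. Next, compound or vehicle (23 nL) was pinned in, plates sat 48 hr at 37 C. Finally Hoechst was added for 40 min before fluorescence scanning.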
HT1080-NT tox: qHTS for induction of synthetic lethality in tumor cells producing 2HG: qHTS for the HT-1080-NT fibrosarcoma cell line. HT-1080-NT fibrosarcoma viability, CellTiter-Glo ATP luminescence, 48 h. Potency, µM (highest dose often 46.1 µM), for the others: top-dose activity, negative = less viability, actives largely listed as cytotoxic. actives 1.6% (n = 360,000). AID 686970, 2013;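 further: NT is the 2HG producing partner of a matched IDH1 knockdown line; potency means the concentration at half of the fitted maximal effect; 0% = DMSO-treated cells and -100% = media-only wells without cells; nearly all actives have a fitted effect of over 55% in size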
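Viability by CellTiter-Glo luminescence after 48 h compound exposure at 37C of HT-1080-NT cells (750/well, RPMI, 5% FBS). % activity scaled between DMSO wells and medium-only wells, then curve-fitted and categorized by curve class.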
HT1080 IDH1KD tx: qHTS for induction of synthetic lethality in tumor cells producing 2HG: qHTS for the HT-1080-IDH1KD cell line; HT-1080 IDH1 knockdown viability, ATP luminescence, 48 h; Potency, µM (titrated, usually from 46.1 µM), without a hit: at the top dose activity, negative = toxicity, usual class: cytotoxic; actives 2% (n = 360,000); AID 686971, 2013;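 further: potency means the concentration at half of the fitted maximal effect; 0% = DMSO wells and -100% = cell-free medium wells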
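Assay cells: HT-1080 with IDH1 knockdown, 750 per well, RPMI/5% FBS. Exposure: 48 h at 37 °C following 2 h pre-incubation. Read: CellTiter-Glo luminescence; fitted concentration-response, curve class assigned.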
D3 ag: qHTS of D3 Dopamine Receptor Agonist: qHTS | max activation, % | AID 652048, 2013 | actives 0.58% (n = 410,000) | D(3) dopamine receptor (Homo sapiens), P35462 | D3R DiscoveRx beta-arrestin cells, luminescence, 90 min; in the data active means max activation above about 30%; further: 0% is about no effect; mostly tested at two doses, the higher about 12 µM
Target sequence (P35462 whole entry, looked up): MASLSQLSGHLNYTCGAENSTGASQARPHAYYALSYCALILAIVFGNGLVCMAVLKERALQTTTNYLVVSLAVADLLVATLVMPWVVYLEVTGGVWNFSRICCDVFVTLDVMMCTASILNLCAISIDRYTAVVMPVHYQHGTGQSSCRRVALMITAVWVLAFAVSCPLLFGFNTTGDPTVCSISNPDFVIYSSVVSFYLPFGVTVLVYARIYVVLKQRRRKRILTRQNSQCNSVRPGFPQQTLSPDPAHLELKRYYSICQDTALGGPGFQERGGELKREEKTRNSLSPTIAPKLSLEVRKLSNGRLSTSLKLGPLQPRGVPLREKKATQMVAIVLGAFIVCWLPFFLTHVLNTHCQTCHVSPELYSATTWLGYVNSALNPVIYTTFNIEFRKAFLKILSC
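Agonist mode: compounds and dopamine controls were applied to plated cells for 90 min at 37 degrees C after an overnight attachment at 1500 cells/well. Luminescent read-out followed 30 - 60 minutes at room temperature with DiscoveRx detection reagent.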
MCF10A rerep: A quantitative high throughput screen for small molecules that induce DNA re-replication in MCF 10a normal breast cells; actives 2.9% (n = 350,000); MCF 10A DNA re-replication, Hoechst nuclear intensity, 48 h; Potency, µM (doses to about 46.1 µM), without a hit: at the top dose activity, positive = re-replication, hits mostly activators; AID 624296, 2012; further: potency means the concentration at half of the fitted maximal effect; % of control where 0% means no effect; nearly all actives have a fitted effect of over 50% in size
HEK293 tox: qHTS of GLP-1 Receptor Inverse Agonists: Cytotox Screen; HEK293 cAMP-luciferase reporter cells, luminescence, 24 h; Potency, µM (doses to about 38.3 µM), inactives show at the top dose activity change, negative = inhibition, usual class: inhibitors; actives 0.13% (n = 410,000);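 further: loss of luciferase light is scored as toxicity; potency means the concentration at half of the fitted maximal effect; on the % scale 0 is the no-effect control and ±100 the full control effect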
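A 23 nL compound transfer followed 12 hours of cell culture at 37 deg C; exposure then lasted 24 hr. Luciferase assay detection reagent was dispensed and plates read for luminescence after a 12 min room-temperature wait.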
IL1B secr inh: qHTS for Inhibitors of Inflammasome Signaling: IL-1-beta AlphaLISA Primary Screen; THP-1 LPS/ATP IL-1B secretion, AlphaLISA, 16 h; active compounds read low; actives 4.7% (n = 360,000); activity change, % at 57.5 µM; in the data active means activity change below about -50%; inconclusive means mostly about -30% to -49%; further: on the % scale 0 is the no-effect control and ±100 the full control effect
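Secreted IL-1B measured by AlphaLISA bead assay after 16 h compound exposure of THP-1 cells; compounds (final up to 57.5 uM) added 1 h before LPS (250 ng/mL) and ATP (1.25 mM) stimulation; lower signal means less secretion.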
Active calls of the source: *; [ ] = another dose, or the depositor's remark. Unless noted, the call rests on the fitted dose curve; in most records, active means well fitted curve in the direction sought with a large enough effect; inconclusive means small, poorly fitted or top-dose-only effect, or another doubt; inactive means no such curve, though single readings can be large; an effect the other way counts as inactive or inconclusive.

CCc1nc2oc3ccccc3c(=O)c2c(=O)n1-c1ccc(C)cc1 was read as KB-3-1 tox -8%, KB-V1 MDR tox -7%, SW480 rerep -10%, HT1080-NT tox -21%, HT1080 IDH1KD tx -21%, D3 ag 16, MCF10A rerep 2%, HEK293 tox 12% and IL1B secr inh 29.
`O=C1NC(=O)/C(=C\c2ccccc2Oc2ccc(F)c(F)c2)S1` gave KB-3-1 tox -23%, KB-V1 MDR tox 2%, SW480 rerep 2%, HT1080-NT tox -17%, HT1080 IDH1KD tx inconclusive, D3 ag 0, MCF10A rerep 2%, HEK293 tox inconclusive and IL1B secr inh 5.
For CN1CCN(CCC(=O)N/N=C/c2ccccc2F)CC1 the results were KB-3-1 tox 12%, KB-V1 MDR tox 24%, SW480 rerep 0%, HT1080-NT tox 5%, HT1080 IDH1KD tx 16%, D3 ag 8, MCF10A rerep -6%, HEK293 tox 4% and IL1B secr inh 3.
Screening Cc1ccccc1C(=O)NNC(=O)CSc1nnc(-c2ccncc2)n1-c1ccccc1 returned KB-3-1 tox 25%, KB-V1 MDR tox 3%, SW480 rerep -4%, HT1080-NT tox 12%, HT1080 IDH1KD tx 7%, D3 ag 0, MCF10A rerep -3%, HEK293 tox -22% and IL1B secr inh 13.
`O=c1[nH]ncc(N2CCCCCC2)c1Cl` gave KB-3-1 tox -15%, KB-V1 MDR tox -22%, SW480 rerep inconclusive, HT1080-NT tox 10%, HT1080 IDH1KD tx 11%, D3 ag 8, MCF10A rerep -1%, HEK293 tox -11% and IL1B secr inh 23.
For COc1ccc(C(=O)NC(=S)Nc2nc(C)cc(C)n2)cc1Br the results were KB-3-1 tox 10%, KB-V1 MDR tox 28%, SW480 rerep -10%, HT1080-NT tox inconclusive, HT1080 IDH1KD tx 28%, D3 ag 6, MCF10A rerep 1%, HEK293 tox -5% and IL1B secr inh 17.
For COCCNCC1C(Oc2ccc(Cl)cc2)C(=O)N1c1ccccc1C (stereo not drawn) the results were KB-3-1 tox 6%, KB-V1 MDR tox inconclusive, SW480 rerep 5%, HT1080-NT tox 0%, HT1080 IDH1KD tx -2%, D3 ag -8, MCF10A rerep 1%, HEK293 tox -3% and IL1B secr inh -17.
`COc1ccc(NC(=S)Nc2ccccc2F)c(OC)c1` gave KB-3-1 tox 6%, KB-V1 MDR tox 13%, SW480 rerep -5%[9.22 µM], HT1080-NT tox 9%, HT1080 IDH1KD tx 6%, D3 ag -4, MCF10A rerep inconclusive, HEK293 tox 0% and IL1B secr inh -3.
Screening Cc1ccc(SCCC(=O)NCCSCc2ccccc2C)cc1 returned KB-3-1 tox -16%, KB-V1 MDR tox -17%, SW480 rerep -3%[9.22 µM], HT1080-NT tox -1%, HT1080 IDH1KD tx -8%, D3 ag -6, MCF10A rerep 18%, HEK293 tox -1% and IL1B secr inh 7.
For OC(COCc1ccccc1)CN1CCN(c2ccccc2)CC1 (stereo not drawn) the results were KB-3-1 tox -1%, KB-V1 MDR tox -23%, SW480 rerep -3%[9.22 µM], HT1080-NT tox -1%, HT1080 IDH1KD tx -10%, D3 ag 11, MCF10A rerep -4%, HEK293 tox 24% and IL1B secr inh 17.
For CC(=O)c1c(N2CCN(c3ccccn3)CC2)nc(=S)n(-c2ccccc2)c1C the results were KB-3-1 tox 10%, KB-V1 MDR tox -10%, SW480 rerep 1%, HT1080-NT tox 4%, HT1080 IDH1KD tx -24%, D3 ag 0, MCF10A rerep 0%, HEK293 tox -6% and IL1B secr inh -11.
Screening Cc1cccc(N(CC(=O)NC2CCCC2)C(=O)c2csnn2)c1C returned KB-3-1 tox inconclusive, KB-V1 MDR tox 8%, SW480 rerep 0%, HT1080-NT tox 14%, HT1080 IDH1KD tx 15%, D3 ag -2, MCF10A rerep -3%, HEK293 tox -4% and IL1B secr inh -4.
O=C(CC12CC3CC(CC(C3)C1)C2)NC1CC1 was read as KB-3-1 tox -6%, KB-V1 MDR tox -11%, SW480 rerep -9%, HT1080-NT tox 2%, HT1080 IDH1KD tx -2%, D3 ag 2, MCF10A rerep 1%, HEK293 tox 2% and IL1B secr inh 39.
For Cc1ccc(-c2csc3nnc(SCC(=O)NCc4ccco4)n23)cc1 the results were KB-3-1 tox -1%, KB-V1 MDR tox 9.2µM*, SW480 rerep -4%, HT1080-NT tox 8%, HT1080 IDH1KD tx -5%, D3 ag -16, MCF10A rerep 1%, HEK293 tox -3% and IL1B secr inh -5.
`CCN(CC)CCC(=O)NN` gave KB-3-1 tox 19%, KB-V1 MDR tox 18%, SW480 rerep -26%, HT1080-NT tox 16%, HT1080 IDH1KD tx 15%, D3 ag -6, MCF10A rerep 3%, HEK293 tox -5% and IL1B secr inh 5.
Screening CC1(C)Cc2cccc(OCC(=O)NCc3cccs3)c2O1 returned KB-3-1 tox 10%, KB-V1 MDR tox inconclusive, SW480 rerep 22%, HT1080-NT tox -1%, HT1080 IDH1KD tx -3%, D3 ag -5, MCF10A rerep 7%, HEK293 tox 5% and IL1B secr inh 4.
Screening O=C(NC(=O)c1ccccc1O)c1ccc(C(F)(F)F)cc1 returned KB-3-1 tox 11%, KB-V1 MDR tox -24%, SW480 rerep inconclusive, HT1080-NT tox 13µM*, HT1080 IDH1KD tx 15µM*, D3 ag 2, MCF10A rerep 28%, HEK293 tox 1% and IL1B secr inh -69*.
For COc1cccc(NC(=O)c2ccc(OC(F)(F)F)cc2)c1 the results were KB-3-1 tox inconclusive, KB-V1 MDR tox inconclusive, SW480 rerep -35%[inhibitor][9.22 µM], HT1080-NT tox 4%, HT1080 IDH1KD tx 0%, D3 ag 4, MCF10A rerep 9%, HEK293 tox -7% and IL1B secr inh -12.
For CCOC(=O)Cn1nnnc1C(C(C)C)N(Cc1cc2c(C)cc(C)cc2[nH]c1=O)C1CCCC1 (stereo not drawn) the results were KB-3-1 tox -21%, KB-V1 MDR tox 0%, SW480 rerep 4%, HT1080-NT tox inconclusive, HT1080 IDH1KD tx inconclusive, D3 ag -9, MCF10A rerep inconclusive, HEK293 tox -20% and IL1B secr inh inconclusive.
Screening Cc1ccc(-c2cc3ncc4c(n3n2)-c2ccccc2OC4)cc1 returned KB-3-1 tox 7%, KB-V1 MDR tox 2%, D3 ag 3 and HEK293 tox 1%.
For CCOc1ccc(C(=O)NC(C(=O)NCc2cccnc2)C(C)C)cc1 (stereo not drawn) the results were KB-3-1 tox 5%, KB-V1 MDR tox -27%, SW480 rerep -20%, HT1080-NT tox 10%, HT1080 IDH1KD tx 3%, D3 ag -1, MCF10A rerep -7%, HEK293 tox 3% and IL1B secr inh 3.
For CC(O)c1ccc(-n2cnnn2)cc1 (stereo not drawn) the results were KB-3-1 tox 17%, KB-V1 MDR tox 26%, SW480 rerep 21%, HT1080-NT tox 13%, HT1080 IDH1KD tx 8%, D3 ag 1, MCF10A rerep -4%, HEK293 tox -1% and IL1B secr inh -3.
Screening Cc1cc(=O)oc2c(C)c(OCC(=O)NCCN3CCOCC3)ccc12 returned KB-3-1 tox 18%, KB-V1 MDR tox 4%, SW480 rerep -9%, HT1080-NT tox 5%, HT1080 IDH1KD tx 0%, D3 ag 4, MCF10A rerep 6%, HEK293 tox -8% and IL1B secr inh 29.
For CN(C)CCCOC(=O)c1ccc(Br)cc1 the results were KB-3-1 tox 11%, KB-V1 MDR tox 0%, SW480 rerep -2%, HT1080-NT tox 0%, HT1080 IDH1KD tx 4%, D3 ag 3, MCF10A rerep 10%, HEK293 tox -4% and IL1B secr inh 8.
For Cc1cccc(-n2c(CNC(=O)c3ccccc3)nnc2SCC(=O)Nc2nccs2)c1 the results were KB-3-1 tox -6%, KB-V1 MDR tox 17%, SW480 rerep -3%, HT1080-NT tox 16%, HT1080 IDH1KD tx -1%, D3 ag 1, MCF10A rerep 8%, HEK293 tox 2% and IL1B secr inh -8.

Looked up by compound from above, 4 records:
Screening CC1(C)Cc2cccc(OCC(=O)NCc3cccs3)c2O1 returned KB-3-1 tox 10%, KB-V1 MDR tox inconclusive, SW480 rerep 22%, HT1080-NT tox -1%, HT1080 IDH1KD tx -3%, D3 ag -5, MCF10A rerep 7%, HEK293 tox 5% and IL1B secr inh 4.
For CC(O)c1ccc(-n2cnnn2)cc1 (stereo not drawn) the results were KB-3-1 tox 17%, KB-V1 MDR tox 26%, SW480 rerep 21%, HT1080-NT tox 13%, HT1080 IDH1KD tx 8%, D3 ag 1, MCF10A rerep -4%, HEK293 tox -1% and IL1B secr inh -3.
For CCOc1ccc(C(=O)NC(C(=O)NCc2cccnc2)C(C)C)cc1 (stereo not drawn) the results were KB-3-1 tox 5%, KB-V1 MDR tox -27%, SW480 rerep -20%, HT1080-NT tox 10%, HT1080 IDH1KD tx 3%, D3 ag -1, MCF10A rerep -7%, HEK293 tox 3% and IL1B secr inh 3.
Screening Cc1ccc(-c2cc3ncc4c(n3n2)-c2ccccc2OC4)cc1 returned KB-3-1 tox 7%, KB-V1 MDR tox 2%, D3 ag 3 and HEK293 tox 1%.
